Screens: PubChem, several laboratories
EP2 mod: modulators of human EP2 prostaglandin E2 receptor. P43116. EP2-expressing cells, cAMP HTRF FRET, PGE2 co-stimulation. induction, % at 25 µM. hit rate 0.83% among 260,000. AID 940;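 active = compounds whose cAMP rise, as percent of the full-agonist control response, exceeds 60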;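 note: rat C6 glioma line stably carrying human EP2 under a CMV promoter; the protocol text gives 20 µM as final concentration; 100% = response of wells given 1 µM PGE2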
Target sequence (P43116 whole entry, looked up): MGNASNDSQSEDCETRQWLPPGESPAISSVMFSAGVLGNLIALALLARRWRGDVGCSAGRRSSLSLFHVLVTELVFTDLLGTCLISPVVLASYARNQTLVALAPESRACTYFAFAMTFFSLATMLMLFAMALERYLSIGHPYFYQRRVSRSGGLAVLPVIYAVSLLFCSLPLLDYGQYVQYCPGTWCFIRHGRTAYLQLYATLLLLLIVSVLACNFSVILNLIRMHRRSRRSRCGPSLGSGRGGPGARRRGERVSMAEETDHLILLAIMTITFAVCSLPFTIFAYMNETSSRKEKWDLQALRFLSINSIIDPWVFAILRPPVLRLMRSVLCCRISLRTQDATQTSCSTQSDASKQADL
14-3-3 Bad inh: disrupts binding of bovine 14-3-3 zeta to phospho-Bad peptide | inhibition, % at 21.7 µM | AID 781 | hit rate 0.71% among 220,000 | TR-FRET 14-3-3zeta/Dy647-pBad peptide displacement, 1 h;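 active = inhibition above about 70%, limit read from the data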;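 note: 0% = full 14-3-3 plus peptide FRET controls and 100% = background without 14-3-3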
TRPML3 agonist: human mucolipin-3 channel agonism; Q8TDD5; HEK293 TRPML3-YFP, Fluo-8 calcium fluorescence; 100% = the carbachol control signal; activation, % at 3 µM; hit rate 0.29% among 220,000; AID 1448;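 active = activation above its plate's cutoff, the mean activation of the plate's test wells plus 3 SD, cut at about 12% in these data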;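 note: 0% = DMSO only wells and 100% = carbachol wells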
Target sequence (Q8TDD5 whole entry, looked up): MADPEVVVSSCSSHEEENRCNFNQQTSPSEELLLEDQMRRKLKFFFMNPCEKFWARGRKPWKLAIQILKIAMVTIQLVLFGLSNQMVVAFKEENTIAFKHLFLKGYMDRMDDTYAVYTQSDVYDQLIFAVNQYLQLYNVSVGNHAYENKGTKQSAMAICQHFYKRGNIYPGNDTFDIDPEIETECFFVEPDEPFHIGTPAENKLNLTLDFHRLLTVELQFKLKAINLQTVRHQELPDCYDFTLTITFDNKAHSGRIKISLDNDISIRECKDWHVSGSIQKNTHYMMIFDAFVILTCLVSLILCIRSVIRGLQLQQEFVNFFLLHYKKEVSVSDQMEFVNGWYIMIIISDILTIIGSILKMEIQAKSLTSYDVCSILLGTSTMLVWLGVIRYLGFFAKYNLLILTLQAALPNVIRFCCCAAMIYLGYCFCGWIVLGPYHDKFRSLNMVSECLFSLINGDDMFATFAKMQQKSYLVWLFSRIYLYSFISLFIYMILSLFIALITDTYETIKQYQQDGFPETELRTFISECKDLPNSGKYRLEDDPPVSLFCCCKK
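Test system – HEK293 line with stable expression of human TRPML3-YFP channel · Control set – carbachol 87 µM final as high control (100%), DMSO as low control (0%) · Signal – Fluo-8 calcium dye fluorescence, ex 470-495, em 515-575 nm · Incubation – 1-h 37 °C dye load, 5-s basal, 120-s post-compound reads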
TRPN1 ag: activates the zebrafish TRPN1 channel | HEK293 zebrafish TRPN1-YFP, Fluo-8 calcium fluorescence; 100% = response to 87 µM carbachol | AID 1424 | activation, % at 3 µM | hit rate 0.18% among 220,000;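 active = activation above its plate's cutoff, the mean activation of test wells on that plate plus 3 SD, cut at about 19% in these data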;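 note: 0% = DMSO alone and 100% = 87 µM carbachol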
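Control set: carbachol 87 µM as high control, DMSO as low control; system: HEK293 stable line with zebrafish TRPN1-YFP; read-out: % activation versus carbachol response; detection: intracellular calcium fluorescence with Fluo-8; doses: single test compound dose, 3 µM nominal, 0.3% DMSO; schedule: dye 1 h 37 °C plus 30 min RT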
NPY Y1 blocker: blocks the human neuropeptide Y Y1 receptor. P25929. HEK293-CNG Y1 cells, membrane potential fluorescence; NPY at EC95, then isoproterenol. inhibition, % at 3.6 µM. hit rate 1% among 200,000. AID 1040;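 active = inhibition above the campaign mean inhibition of all tested compounds plus 3 SD, cut at about 20% in these data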;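 note: 0% = DMSO wells given NPY plus isoproterenol and 100% = isoproterenol alone without NPY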
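material = HEK293 cells with Y1 receptor plus CNG channel | also added = NPY 25 nM then isoproterenol 1 µM plus Ro 20-1724 25 µM | schedule = dye 3 h, compound 60 min room temperature, stimulation 45 min | measured by = membrane potential fluorescence | benchmarks = high control isoproterenol alone, low control NPY with isoproterenol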
PPC-1+TRAIL kill: PPC-1 cancer cell killing with TRAIL present. AID 1443. hit rate 0.41% among 220,000. PPC-1 cells + TRAIL, ATPLite viability luminescence. cell killing (% activity), % at 4 µM;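 active = cell killing above 50% in the first pass at 4 µM, then a duplicate retest at 5 µM averaging 50% or more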;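 note: plate controls were cells with TRAIL plus DMSO for no effect and medium-only wells lacking cells for full effect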
NPY1 pot ag: potentiators or agonists of human neuropeptide Y receptor Y1; P25929; NPY-Y1 expressing cells, potentiator/agonist activation; activation, % at 3.6 µM; hit rate 0.37% among 220,000; AID 1304; in the data active = activation above about 33%, passing the limit was not always enough;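 note: cells stimulated with NPY at EC10 then isoproterenol at EC100; 0% = low agonist plus stimulus and 100% = saturating agonist plus stimulus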
CHOP inhibitor: inhibitors of CHOP induction in ER stress response; CHO-K1 CHOP-promoter luciferase, tunicamycin-induced, 15-18 h; inhibition, % at 10 µM; hit rate 3.8% among 220,000; AID 2732;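 active = compounds that reduced the stress-induced luciferase reporter signal by more than about 70% of percent inhibition, limit read from the data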;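 note: 0% = tunicamycin plus vehicle and 100% = wells without tunicamycin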
PGE2 EP2 inh: EP2 receptor (human) inhibition; C6 glioma cells expressing human EP2, cAMP TR-FRET; cells stimulated with saturating PGE2; AID 1422; hit rate 0.52% among 260,000; P43116; inhibition, % at 25 µM;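 active = percent inhibition above 40 after rounding to a whole number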;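 note: rat C6 glioma host cells with rolipram phosphodiesterase inhibitor present; the protocol text gives 20 µM as final concentration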
* hit, by the source's call; . = no result given; & = joins results of further samples; [ ] = remark or other dose. The list is partial (hit frequency here may not be typical).

SMILES	EP2 mod	14-3-3 Bad inh	TRPML3 agonist	TRPN1 ag	NPY Y1 blocker	PPC-1+TRAIL kill	NPY1 pot ag	CHOP inhibitor	PGE2 EP2 inh
Cn1c(O)c(N=NC(=O)CNC(=O)c2ccco2)c2ccccc21	-9	-6[fluorescence artefact?]	0.6	-0.5	7	17	-36	-9	5
O=C(NCCSCc1ccccc1)c1ccc(F)cc1	-7	13[fluorescence artefact?]	-0.3	-1.7	2	25	-9	3	3
CCOc1ccc(CCNC(=O)Cn2cccc2C(=O)c2ccccc2C)cc1OCC	35	-20	-0.6	-2.8	7	14	-21	75*	20
Cc1ccc(CNC(=O)C2CCC(CNc3c(N4CCOCC4)c(=O)c3=O)CC2)cc1 (configuration not stated)	-7	-1	0.5	0.3	6	18	-17	-12	15
CC1(C)C2CCC1(CS(=O)(=O)Nc1ccc(S(=O)(=O)N3CCCC3)cc1)C(=O)C2 (configuration not stated)	-24	8[fluorescence artefact?]	-0.1	1.9	-4	-8	1	3	8
Cc1ccc2c(c1)CCCN2C(=O)c1ccoc1C	46	-5[fluorescence artefact?]	-0.9	0.1	-1	-18	4	21	12
CC1CN(c2ccc(NC(=O)c3ccco3)cc2C(=O)O)CC(C)O1 (configuration not stated)	7	-2	1.7	1.5	.	16	16	11	15
Cc1ccc(NC(=O)COC(=O)c2cc(Cl)cc(Cl)c2)c(Br)c1	34	7	1.1	2.0	-6	11	3	69	9
CCN1C(=O)/C(=C2\C=Cc3cc(C)ccc3N2CC)OC1=S	6	2	-0.1	0.1	0	0	6	-29	3
CCc1ccc(N2CC(C(=O)Nc3nnc(CC)s3)CC2=O)cc1 (configuration not stated)	-13	-2	0.2	-0.5	0	-6	-8	-2	-5
CC1=NN(C(=O)c2nn(C)cc2Br)C(O)(C(F)(F)F)C1 (configuration not stated)	18	2	0.8	1.4	1	41	-4	1	12
C=CCOc1c(Br)cc(/C=C(\C#N)C(N)=O)cc1OC	-4	1	0.7	0.4	.	15	13	-12	9
CCOc1cccc(C(=O)NC(=S)Nc2cccc(C)c2)c1	-8	-16[fluorescence artefact?]	0.4	0.8	15	12	-63	7	2
CCCCCCN(C(=O)CCCCCN1C(=O)NC(c2ccc(C(C)(C)C)cc2)C(C(=O)OCc2ccccc2)=C1C)C(C(=O)NCCCC)c1ccc(OCC(=O)OC)c(C(=O)OC)c1 (configuration not stated)	33	1	.	.	.	27	.	22	16
Cc1cc(Nc2c(C)cccc2C)n2nc(C)nc2n1	9	3	0.3	0.7	-2	0	6	0	6
O=C(NCc1csc(-c2cccs2)n1)Nc1ccc(F)cc1F	-38	-5	-0.3	-2.4	.	4	1	13	17
COc1cc(/C=N/Nc2ccc(Cl)c(C(=O)O)c2)ccc1OC(=O)c1cccs1	0	-12	-0.3	-0.7	2	33	-1	-8	0
O=C1c2ccccc2C(Nc2ccc(S(=O)(=O)N3CCCCCC3)cc2)N1c1ccccn1 (configuration not stated)	-9	-17[fluorescence artefact?]	0.5	-0.1	1	-4	-11	16	12
CO/N=C/c1c(C(=O)OC)nn(-c2ccccc2)c1Cl	28	-1	0.6	-0.7	-3	30	-5	-1	1
CN(/N=C/c1ccc2c(c1)OCO2)c1ccccc1	32	-11[fluorescence artefact?]	-0.2	0.1	0	25	-18	-9	5
O=S1(=O)CC(O)C(NCc2ccco2)C1 (configuration not stated)	-16	4[fluorescence artefact?]	0.5	0.7	-7	40	7	-27	2
COc1cc(C(=O)NNC2=NC(C)(C)Cc3cc(C)c(C)cc32)cc(OC)c1OC	0	2	0.0	0.8	3	11	-19	4	4
COc1ccc(-c2nc(N)ncc2-c2csc(C)n2)c(O)c1	-40	-13	-0.5	-0.6	-12	-4	11	73*	11
Cc1cc(NC(=O)C(=O)NCCN2CCN(C(=O)c3cccs3)CC2)ccc1Br	-38	2	0.1	0.5	-4	-5	-3	64	21
CCNC(=S)SCCOc1ccccc1C	-22	-18[fluorescence artefact?]	1.1	0.5	5	1	0	28	12
Cn1c(=O)[nH]c(=O)c2c1nc(CN1CCN(c3ccccc3F)CC1)n2CC(N)=O	20	-1[fluorescence artefact?]	-0.2	1.5	1	-6	26	0	3
CCOC(=O)N1CCN(C(=S)Nc2ccc(C)cc2)CC1	16	-5	0.0	0.2	-1	0	-6	8	6
COCCCNCCOCCOc1ccccc1-c1ccccc1	5	14	0.3	0.4	7	26	-45	-25	8
Cc1cc(CNC(=O)CC2C(=O)NCCN2CC(c2ccccc2)c2ccccc2)on1 (configuration not stated)	-4	1	0.7	0.1	-6	16	-19	23	5
CC(=O)Nc1cccc(NC(=O)CSc2nnnn2C(C)C)c1	11	-10	0.4	-0.2	6	-1	0	16	10

Compound profiles (already shown):
Shown for CC1=NN(C(=O)c2nn(C)cc2Br)C(O)(C(F)(F)F)C1 (configuration not stated) → EP2 mod = 18; 14-3-3 Bad inh = 2; TRPML3 agonist = 0.8; TRPN1 ag = 1.4; NPY Y1 blocker = 1; PPC-1+TRAIL kill = 41; NPY1 pot ag = -4; CHOP inhibitor = 1; PGE2 EP2 inh = 12
Shown for COCCCNCCOCCOc1ccccc1-c1ccccc1 → EP2 mod = 5; 14-3-3 Bad inh = 14; TRPML3 agonist = 0.3; TRPN1 ag = 0.4; NPY Y1 blocker = 7; PPC-1+TRAIL kill = 26; NPY1 pot ag = -45; CHOP inhibitor = -25; PGE2 EP2 inh = 8

Next compounds follow:
SMILES	EP2 mod	14-3-3 Bad inh	TRPML3 agonist	TRPN1 ag	NPY Y1 blocker	PPC-1+TRAIL kill	NPY1 pot ag	CHOP inhibitor	PGE2 EP2 inh
CN(C)c1nc(N)nc(-c2nc3ccccc3s2)n1	-22	4	-0.6	0.5	-3	29	1	8	5
O=Cc1ccc(Oc2cccc(C(F)(F)F)c2)nc1	17	-10	-0.1	-0.6	3	8	-1	20	4
Cc1ccccc1Cn1cc(NC(=O)c2cc(-c3cccs3)on2)cn1	9	0[fluorescence artefact?]	1.0	-0.2	-1	11	16	42	9
O=C(O)COc1ccccc1C(Nc1cccnc1)c1cc(Cl)c2cccnc2c1O (configuration not stated)	49	64	0.9	-1.2	-6	9	3	-6	3
Cc1cc(C(=O)NC2CCCCC2)c2cc(F)ccc2n1	28&7	-2	-0.6	1.0	9	11	-19	2	6&4
CCOc1cccc(-c2cc(C(=O)NN)[nH]n2)c1	9	-19	1.1	-0.5	-1	12	-14	9	5
COc1cc(/C=C2/CC/C(=C/c3ccc(O)c(OC)c3)C2=O)ccc1O	-108	-4	1.7	3.0	.	33	-6	22	6
O=C(Cc1ccccc1)N/N=C/c1ccc[nH]1	-11	-1	0.7	0.9	.	-3	0	-22	4
CCOc1ccccc1NC(=O)C(=O)N/N=C/c1cc(Br)ccc1O	11	-11	1.5	0.7	5	31	0	61	5
CS(=O)(=O)N(CC(N)=O)c1ccc2c(c1)OCO2	31&1	0	0.7	0.4	0	-30	10	-18	18&7
O=C(Cn1cccc1C(=O)c1ccccc1)NCc1ccco1	30	5[fluorescence artefact?]	-0.4	-1.1	3	8	-3	18	22
COCCOC(=O)C(C#N)c1nc2ccccc2nc1N1CCCC1 (configuration not stated)	30	5	0.5	0.2	-5	-6	-6	0	15
C(=N\Nc1ccc2ccccc2n1)/c1ccc2c(c1)OCCO2	-102	-9	0.9	-1.1	8	71*[5 µM]	-18	75*	10
CCOC(=O)/C=C/C(=O)OCC(=O)Nc1cccc(Cl)c1Cl	8	-6	0.0	0.4	1	13	-2	-5	4
CCC(C(=O)NC1CCCC1)N(Cc1ccco1)C(=O)Cn1nnc(-c2ccc(C)cc2)n1 (configuration not stated)	6	14	-0.1	-1.2	-3	27	-37	23	4
COc1cccc(C2c3c(C)nn(-c4ccc([N+](=O)[O-])cc4)c3N=C3C(=O)Nc4ccccc4N32)c1 (configuration not stated)	-25	-24	-1.4	-0.6	-6	16	16	35	6
Cc1ccc(C)c2c1[nH]c1ccccc12	29	11	0.6	-0.2	-1	6	5	54	11
CCCCC(O)(CCCC)C(=O)NN(C(=O)c1cccnc1Cl)c1ccccc1	8	-3	1.1	0.3	.	10	0	8	10
O=C(COc1c(CO)cc(Br)cc1CO)NC1CCCc2ccccc21 (configuration not stated)	-9	-21	0.6	1.3	4	15	-5	14	6
COc1cccc(CC(NC(C)=O)C(=O)NC2CCN(S(=O)(=O)c3ccc(F)cc3)CC2)c1OC (configuration not stated)	23	-11	0.3	3.5	1	.	18	16	14
O=C1NC(=Nc2ccc(Cl)cc2)SC1Cc1cc(Cl)ccc1Cl (configuration not stated)	21	6	0.3	1.1	5	0	-3	71*	11
CCOC(=O)C(=O)Nc1cc([N+](=O)[O-])ccc1C	43	-4	0.3	-0.2	13	17	-21	3	13
CCC(C)NC(=O)CN(C)S(=O)(=O)c1ccc2c(c1)c(=O)n(C)c(=O)n2C (configuration not stated)	11	1	-0.1	-0.7	0	3	10	-11	7
COC(=O)c1cnc(SC)nc1C	16	-16	0.4	-0.4	2	7	-17	-6	6
FC(F)(F)C1CC(c2cccs2)Nc2ncnn21 (configuration not stated)	4	2	-0.7	-1.0	-6	2	9	24	8
CCCc1oc2c(c(=O)c1CC)C(=O)CC(C)(C)C2	17	-10	0.7	0.2	1	26	1	-2	5
CN1CCN(C(=O)c2ccc(Cl)c(S(=O)(=O)N3CCCCCC3)c2)CC1	-17	-6	0.9	2.1	6	6	-16	20	4
CCN1CCN(CC(=O)Nc2cc(C)on2)CC1	26	36	0.6	0.7	1	15	-28	14	6
Cc1cc(=O)oc2cc(OCC(=O)N3CCN(C(=O)c4ccco4)CC3)ccc12	10	2	0.5	-1.1	2	27	4	4	3
CC(=O)NCC(=O)OCC(=O)c1ccc(C)cc1	0	22	1.0	1.2	15	12	-19	-7	11
COc1ccc(C2=NN(c3ccccc3)C(=O)/C2=C\c2ccc(O)c(OC)c2)cc1	-42	7	4.1	1.1	3	11	6	25	3
COC(=O)[C@H](Cc1c[nH]c2ccccc12)NC(=O)Nc1ccccc1OC	-31	-3	0.6	0.2	.	-8	-19	1	5
COc1ccc(S(=O)(=O)NCC(=O)N(CC(=O)NCC2CCCO2)c2c(C)cccc2C)cc1 (configuration not stated)	11	-1[fluorescence artefact?]	0.7	1.6	2	-1	-7	35	10
O=C1CC(=O)C(n2cncn2)C(c2c(F)cccc2Cl)C1 (configuration not stated)	-28	-1	-0.4	1.3	-2	-3	-7	-11	8
O=C(O)c1ccc(N/N=C/c2ccc(-c3cccc(Cl)c3)o2)cc1	2	-7	0.0	-0.3	.	10	22	-6	14
Cc1noc(C)c1/C=N/Nc1ccccn1	-3	-10	-0.3	-1.0	5	5	15	-22	6
